GALK inh: blocks human galactokinase activity. P51570. Purified GALK, Kinase-Glo residual ATP luminescence. Potency, µM (series often up to 57.5 µM), without a hit: top-dose activity change, negative = inhibition, hits mostly inhibitors. hit rate 0.007% among 270,000. AID 1868; further: potency means the concentration at half of the fitted maximal effect; on the % scale 0 is the no-effect control and ±100 the full control effect
Target sequence (P51570 whole entry, looked up): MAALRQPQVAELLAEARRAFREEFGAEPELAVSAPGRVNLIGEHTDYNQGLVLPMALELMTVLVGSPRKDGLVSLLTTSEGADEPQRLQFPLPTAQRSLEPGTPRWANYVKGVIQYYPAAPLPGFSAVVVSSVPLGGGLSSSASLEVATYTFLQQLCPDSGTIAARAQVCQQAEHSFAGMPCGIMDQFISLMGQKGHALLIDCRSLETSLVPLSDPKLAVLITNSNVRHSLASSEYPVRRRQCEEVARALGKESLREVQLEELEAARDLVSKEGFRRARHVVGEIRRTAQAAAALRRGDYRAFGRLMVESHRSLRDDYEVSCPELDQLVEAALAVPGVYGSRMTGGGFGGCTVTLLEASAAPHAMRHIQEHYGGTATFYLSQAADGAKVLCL
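Compounds were pin-transferred into ATP buffer (35 uM final), then GALK plus galactose (5 nM, 100 uM final) was added. After 1 h at room temperature, Kinase-Glo Plus was added and luminescence read after 10 min.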
USP2a block: USP2a (human) protease inhibition. O75604. USP2 core, Ub-CHOP2 coupled fluorogenic reporter, 485/531. Potency, µM (series often up to 38.3 µM), for inactives: top-dose activity change, negative = inhibition, hits mostly inhibitors. hit rate 0.01% among 330,000;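 further: potency means the concentration at half of the fitted maximal effect; plate controls were DMSO wells for no effect and full inhibition by NEM control for full effect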
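USP2 core (10nM final) preincubated 30min RT with compound in 20mM Tris-HCl pH 8.0, 2mM CaCl2, 2mM beta-mercaptoethanol, 0.05% CHAPS; 25nM Ub-CHOP2 plus 25nM reporter substrate added, fluorescence (Ex485/Em531) read after 60min.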
BCR signal inh: inhibitors of chronic active B-cell receptor signaling; ABC-DLBCL IkBa-CBG/CBR reporter, luminescence ratio, 4 h; Potency, µM (top dose mostly 46.1 µM), for inactives: at the top dose ratio change, negative = lower green/red ratio, hits mostly inhibitors; hit rate 0.05% among 340,000; active means well fitted inhibition curve with a large enough effect in the signal ratio, with a control signal flat, not every such curve was filed as active; inconclusive means small, poorly fitted or top-dose-only effect, or effect the other way, or a change in a side signal; the % refers to the signal ratio;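 further: potency means the concentration at half of the fitted maximal effect; plate controls were basal doxycycline-induced cells for no effect and cells given 10 µM MG132 for full effect; MG132 reads +100%, hits lower the ratio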
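Doxycycline induced both beetle luciferases in TMD8 lymphoma cells; IKK-driven degradation limits the IkappaBalpha-fused green signal, while red luminescence normalises for cell number and nonspecific effects. Compounds tested up to 46 uM, 4 hrs.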
PKM2 act: activators of human pyruvate kinase M2; P14618; purified PKM2, Kinase-Glo ATP luminescence, activation; response scale: 0% is enzyme alone, no compound; Potency, µM (doses to about 57.5 µM), for inactives: top-dose activation, actives largely listed as activators; hit rate 0.34% among 260,000; AID 1631; further: potency means the concentration at half of the fitted maximal effect; on the % scale 0 is the no-effect control and ±100 the full control effect; nearly all actives have a fitted effect of over 55% in size
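Kinase-Glo luminescence reports ATP generated from ADP (0.1 mM) and PEP (0.5 mM) by purified hPK-M2 after 1 h at room temperature, pH 7.2 imidazole buffer; intermediate enzyme activity allows detecting inhibitors and activators.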
Menin-MLL TR inh: inhibitors of human menin-MLL interaction, mutant MLL peptide. O00255. Menin + Texas Red MLL mutant peptide, fluorescence polarization. Potency, µM (top dose mostly 61.6 µM), for inactives: at the top dose FP activity change, negative = inhibition, most hits filed as inhibitors. hit rate 0.23% among 270,000; active means well fitted inhibition curve with a large enough effect in the polarisation, with a control signal flat, not every such curve was filed as active; inconclusive means small, poorly fitted or top-dose-only effect, or effect the other way, or a change in a side signal; inactive means no such curve, though single readings can be large or run the other way; the % refers to the polarisation; further: potency means the concentration at half of the fitted maximal effect; % of control where 0% means no effect; many of its hits are not listed in these tables
TSHR antagonist: human thyrotropin receptor antagonism. AID 504810. P16473. hit rate 0.2% among 330,000. activity change, negative = inhibition, % at 11.5 µM. TSHR-expressing cells, TSH-stimulated cAMP HTRF, 2 h; active compounds read low;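 active means activity change below a set negative limit, meaning inhibition stronger than a set level, cut at about -70% in these data; inconclusive means activity change between two set negative limits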; further: on the % scale 0 is the no-effect control and ±100 the full control effect
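TSHR-expressing cells, 200/well, pre-treated with compound, then stimulated with EC80 TSH (4nM final) for 2 hours at 37 deg C. cAMP measured by competitive HTRF: anti-cAMP cryptate antibody in lysis buffer plus cAMP-d2, read after 30 minutes at room temperature.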
S-ASM inh: blocks human secretory acid sphingomyelinase; placental ASM, HMU-PC fluorogenic substrate, 60 min; hit rate 0.006% among 340,000; Potency, µM (top dose mostly 57.5 µM), for inactives: at the highest dose activity change, negative = inhibition, actives largely listed as inhibitors; further: potency means the concentration at half of the fitted maximal effect
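HMU-PC0 cleavage (9 uM final) by human placental ASM, 60 min at 37 °C following 10 min compound exposure at RT; stopped at pH 10, fluorescence Ex 386/Em 447 nm.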
Mito fusion act: mitochondrial division inhibition or fusion activation. S. cerevisiae fusion-defective mutant growth rescue, CellTiterGlo 48 h. Potency, µM (top dose mostly 46.1 µM), for inactives: at the top dose growth rescue (activation), hits mostly activators. hit rate 0.23% among 320,000. AID 485298;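 further: potency means the concentration at half of the fitted maximal effect; % of control where 0% means no effect; nearly all actives have a fitted effect of over 45% in size; temperature-sensitive fusion mutants such as fzo1-1 at 37 °C on non-fermentable ethanol glycerol medium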
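S. cerevisiae fusion-defective temperature-sensitive mutants (e.g. fzo1-1, mgm1-5) grown 48 h at 37C in YPEG (ethanol/glycerol non-fermentable) medium with 23 nl compound per well; growth rescue read as CellTiterGlo luminescence.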
hERG WT inh: inhibitors of human wildtype KCNH2 potassium channel | Q12809 | U2OS, BacMam KCNH2, thallium flux FluxOr; active compounds read low | activity change, % at 1.84 µM | hit rate 0.37% among 340,000 | AID 720551;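 active means maximum activity change below -70%; inconclusive means maximum activity change between -70% and -50%; inactive means maximum activity change above -50%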; further: on the % scale 0 is the no-effect control and ±100 the full control effect
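U2OS cells transduced with wild-type KCNH2 virus are loaded with FluxOr dye for 45 min, and thallium flux is measured in kinetic reads before and after stimulation buffer. Rate constants are normalized to DMSO controls.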
Eya2 inh: Eya2 (human) phosphatase inhibition; recombinant Eya2, OMFP fluorescence dephosphorylation (OMFP is methylfluorescein phosphate); hit rate 0.006% among 330,000; O00167; Potency, µM (series often up to 76.9 µM), without a hit: top-dose activity, negative = inhibition, most hits filed as inhibitors; further: potency means the concentration at half of the fitted maximal effect; on the % scale 0 is the no-effect control and ±100 the full control effect
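Eya2 protein (added as 0.2 uM solution) was preincubated with compound for 10 min at ambient temperature in 50 mM HEPES pH 7.5, 50 mM NaCl, 5 uM MgCl2, 0.05% BSA, 1 mM DTT. OMFP (added at 50 uM) then reacted 10 min; fluorescence read at 485/525 nm.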
MBNL1-CUG inh: MBNL1-poly(CUG) RNA binding inhibition. Q9NR56. hit rate 0.036% among 280,000. Potency, µM (titrated, usually from 57.5 µM), inactives show at the highest dose activity change, negative = inhibition, usual class: inhibitors. TR-FRET MBNL1-His/biotin-(CUG)12 binding, 665/545 ratio; active means well fitted inhibition curve with a large enough effect in the signal ratio, with a control signal flat, not every such curve was filed as active; inconclusive means small, poorly fitted or top-dose-only effect, or effect the other way, or a change in a side signal; inactive means no such curve, though single readings can be large or run the other way; the % refers to the signal ratio; further: potency means the concentration at half of the fitted maximal effect; on the % scale 0 is the no-effect control and ±100 the full control effect
Target sequence (Q9NR56 whole entry, looked up): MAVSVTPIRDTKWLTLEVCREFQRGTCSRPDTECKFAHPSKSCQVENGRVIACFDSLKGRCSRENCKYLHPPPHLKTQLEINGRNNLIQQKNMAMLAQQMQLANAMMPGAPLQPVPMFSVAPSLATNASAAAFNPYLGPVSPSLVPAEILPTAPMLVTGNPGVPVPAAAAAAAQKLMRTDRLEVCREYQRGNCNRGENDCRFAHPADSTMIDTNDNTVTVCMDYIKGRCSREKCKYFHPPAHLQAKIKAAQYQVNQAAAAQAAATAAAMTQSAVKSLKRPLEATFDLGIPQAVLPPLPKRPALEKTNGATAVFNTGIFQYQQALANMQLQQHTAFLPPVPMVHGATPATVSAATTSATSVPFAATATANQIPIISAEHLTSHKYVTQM
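His-tagged MBNL1 binding to biotinylated (CUG)12 RNA was measured by TR-FRET using terbium anti-His antibody (0.055 ng/ul final) and streptavidin-XL665 (5 nM final). Compounds were titrated 92 nM to 58 uM; 60 min at room temperature.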
* marks the source's active call; other numbers are inactive results; ? = inconclusive; / = no result given; [ ] = dose if it differs, or a comment. Unless noted, the call rests on the fitted dose curve; in most records, active means well fitted curve in the direction sought with a large enough effect; inconclusive means small, poorly fitted or top-dose-only effect, or another doubt; inactive means no such curve, though single readings can be large; an effect the other way counts as inactive or inconclusive.

SMILES	GALK inh	USP2a block	BCR signal inh	PKM2 act	Menin-MLL TR inh	TSHR antagonist	S-ASM inh	Mito fusion act	hERG WT inh	Eya2 inh	MBNL1-CUG inh
CCCN(CCC)S(=O)(=O)c1ccc(C(=O)Nc2nnc(COC)o2)cc1	5%	1%	6%	3%	-6%	10	1%	14%	2	17%	2%
COc1ccccc1-n1c(CCC(=O)O)ccc1-c1ccccc1	-5%	0%	3%	-2%	9%	27	9%	5%	3	-3%	-5%
COc1ccccc1Nc1nnc(C)c(=O)[nH]1	0%	2%	-16%	-2%	-12%	9	1%	1%	-11	1%	2%
CCc1ccc2n(-c3ccc(OC)cc3)c([S-])c(C(=O)Nc3cc(C)cc(C)c3)[n+]2c1	-1%	4%	1%	0%	/	9	56%[activator]	-5%	-26	3%	2%
CCc1ccc(-c2nc(C)c(CCO)c(=O)[nH]2)cc1	1%	-1%	9%	0%	1%	-2	1%	2%	-14	12%	-1%
N[C@@H](CO)c1cn([C@@H](Cc2cc3ccccc3[nH]2)C(=O)N2CCNCC2)nn1	3%	5%	1%	-1%	/	-7	0%	19%	2	3%	-6%
O=C(COC(=O)CNC(=O)c1ccc(Cl)cc1Cl)NCC1CCCO1 (stereo unspecified)	/	0%	1%	/	/	-3	0%	3%	4	21%	/
Cc1nn(CC(=O)Nc2ccc3c(c2)oc2ccccc23)c(=O)c2ccccc12	4%	2%	1%	-7%	-28%	-17	-5%	0%	-15	13%	-11%
COc1ccccc1N1CCN(C(=O)CN(Cc2ccc(Cl)cc2)S(C)(=O)=O)CC1	0%	0%	-1%	-10%	-13%	-2	-2%	16%	-9	5%	0%
COCCn1c(=S)[nH]c2cc(C(=O)N3CCN(c4cccc(Cl)c4)CC3)ccc2c1=O	10%	0%	9%	/	-11%	-7	-14%	-1%	9	-13%	-6%
Cc1cc(C(C)(C)CC(C)(C)C)ccc1OCCOCC[N+](C)(C)Cc1ccccc1	/	?	?	/	?	4	?	-35%[inhibitor]	11	-21%	/
C=CCn1c(SCC(=O)NC(=O)Cc2ccccc2)nc2ccccc2c1=O	/	2%	6%	/	/	-6	2%	0%	-6	11%	/
CC(=O)c1cc(NC(=O)c2ccccc2)c(=O)oc1/C=C/N(C)C	-1%	9%	-16%	-6%	3%	-14	-17%	4%	-3	3%	?
CC(=O)N1CC(C)Sc2ccc(S(=O)(=O)NC3CCCCC3)cc21 (stereo unspecified)	1%	0%	-2%	-3%[0.46 µM]	-12%	-2	0%	-3%	3	-3%	5%
Cc1nn(-c2ccccc2)c(C)c1/C=N/n1c(-c2ccncc2)n[nH]c1=S	0%	2%	?	-5%	-6%	-8	0%	-2%	-4	-8%	-5%
Cc1ccc2c(c1)C(c1ccncc1)=NNC(c1ccc(C(C)C)cc1)=N2	0%	-2%	7%	-1%	-1%	1	/	-1%	/	-11%	-4%
COc1cccc(C2C(=O)c3ccccc3C2=O)c1	/	1%	?	2%	/	1	1%	2%	0	-5%	8%
COCCn1cc(C(=O)NCc2ccco2)c2c3ccccc3n(C)c2c1=O	-2%	2%	6%	6%	-8%	9	10%	6%	-5	-13%	7%
COc1cc(/C=N\N=C2/SC(CC(=O)O)C(=O)N2c2ccc(O)cc2)ccc1O (stereo unspecified)	2%	0%	-6%	1%	10%	4	101%[activator]	-1%	0	-4%	12%
CCN(C(=O)COC(=O)/C(C#N)=C/c1ccc(N(C)C)cc1)C1CCS(=O)(=O)C1 (stereo unspecified)	/	7%	?	/	/	-3	1%	/	-1	-12%	/
COc1ccc(NC(=O)c2ccc(F)cc2)cc1S(=O)(=O)Nc1cc(C)ccc1Br	-4%	-3%	-3%	6%	-3%	-35	?	-7%	-5	-13%	-4%
CCCCCCCCCCOC(=O)Cn1c(COc2cccc(OC)c2)[n+](C)c2ccccc21	1%	-19%	0%	/	?	3	?	-21%	-1	-16%	0%
Cc1nn(CC(=O)NCc2ccco2)c(C)c1[N+](=O)[O-]	3%	2%	-7%	-6%	/	7	2%	1%	1	-10%	-11%
CC1=CC2=NC(=O)CC(C)(C(=O)N(CC(=O)NC3CCCC3)c3cc(C)cc(C)c3)N2C=C1 (stereo unspecified)	0%	1%	?	4%	-27%	12	10%	6%	/	10%	-1%
COc1cc(OC)cc(-c2c(-c3cccs3)c3cc(-c4cnc(OC)nc4)ccc3n2C)c1	/	-3%	-12%	/	/	1	19%	17%	2	-17%	/
OC(CNCCc1ccc(C(F)(F)F)cc1)COC(c1ccccc1)c1ccccc1 (stereo unspecified)	-5%	-1%	?	/	?	0	-10%	-71%[inhibitor]	/	?	-4%
O=C(CCC(=O)c1cccs1)NCc1ccc(Cl)cc1	-3%	1%	16%	1%	/	0	15%	1%	0	-9%	-1%
Cc1ccc(NS(=O)(=O)c2ccc3c(c2)c(=O)n(C)c(=O)n3C)cc1F	1%	6%	?	4.5µM*	11%	-10	-9%	1%	13	-5%	-6%
Cc1cc(C)n(CCC(=O)Nc2ccc3c(c2)OCCO3)n1	3%	-1%	?	/	13%	4	3%	-11%	-6	5%	1%
COC(=O)c1ccc(NC(=O)CNC(=O)C2CCCCC2)c(C)c1	0%	2%	3%	0%	2%	4	2%	-2%	1	7%	-6%
C/C(N)=C(/C#N)C(=O)CSc1nnc(-c2ccccc2)n1C	-2%	8%	?	1%	/	-6	5%	-3%	-11	19%	/
CC1CCCC(C)N1C(=O)c1cc(F)c(F)cc1Cl (stereo unspecified)	1%	2%	7%	-1%	-12%	3	-3%	1%	-9	2%	4%
Cc1ccc(S(=O)(=O)NCC(=O)NCC(=O)OCC(=O)NC(=O)NC(C)(C)C)cc1C	0%	2%	-3%	7%	-12%	-5	-3%	-3%	-4	1%	0%
O=C(c1cccs1)N1CCC(c2ccccc2)C1 (stereo unspecified)	0%	0%	?	-2%	6%	-2	0%	-1%	1	-2%	4%
O=C(O)C1CCCN1S(=O)(=O)c1ccc2[nH]c(=O)c(=O)[nH]c2c1 (stereo unspecified)	-5%	4%	1%	-1%	5%	5	7%	0%	-3	5%	-10%
CCc1ccc(Nc2ncc3c(n2)CC(C)(C)CC3=O)cc1	9%	0%	4%	3%	/	-5	4%	4%	-4	-13%	-6%
CCN(CC)C(=O)[C@H]1CC(CC(=O)NC/C=C(\C)CCC=C(C)C)C(=O)N2CCc3c([nH]c4ccccc34)[C@]12C (stereo partly specified)	/	-2%	-2%	/	/	-6	-7%	/	5	-1%	/
O=C(CSc1cccs1)Nc1ccc(Cl)cc1	-4%	4%	?	-4%	/	-26	1%	2%	-16	-14%	/
Cc1cc[n+](-c2nc3ccccc3nc2[N-]S(=O)(=O)c2ccccc2)cc1	0%	4%	0%	12%	-14%	19	4%	-4%	-6	-1%	?
Cc1nnc(NC(=O)C2=COCCO2)s1	/	-2%	-8%	/	/	9	-2%	-1%	-7	9%	/
O=C(Nc1ccccc1N1CCOCC1)c1ccc(N2CCCC2=O)cc1	/	3%	0%	/	/	7	7%	-2%	-9	22%	/
NC(=O)COC(=O)c1ccccc1Nc1ccc(SC(F)F)cc1	1%	-5%	-3%	1%	14%	-27	-8%	?	1	-5%	-4%
CSc1ccc(CNC(=O)Cc2ccc(NC(=O)C3=C(C)OCCS3)cc2)cc1	3%	-2%	?	/	?	-5	-1%	-10%	-4	-7%	-6%
Cc1cccc(NC(c2ccc(C)s2)c2ccc3ccc(C)nc3c2O)n1 (stereo unspecified)	2%	0%	?	-11%	0%	-17	/	-16%	-6	5%	17%
COc1ccccc1CNC(=O)CCCc1nnc2n(C)c(=O)c3sccc3n12	0%	2%	7%	/	-5%	8	-2%	1%	43	9%	-6%

A portion of the library (hit frequency here may not be typical).
